ABHD5-PLIN5 inh = blocks binding of human ABHD5 to perilipin-5. inhibition, % at 4 µM. Q00G26+Q8WTS1. Split G. princeps luciferase complementation, luminescence, 4 h. 0.78% of 360,000 active;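 active means inhibition above the mean inhibition across every tested compound plus 3 SD, cut at about 22% in these data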;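 further: 0% = DMSO only wells and the 100% control is not disclosed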
NOD2 RIPK2 PPI = blocks binding of human NOD2 to RIPK2; O43353; CHO BLA complementation NOD2-RIPK2, CCF4 ratio; inhibition, % at 4.98 µM; 0.38% of 360,000 active; AID 624267; in the data active means inhibition above about 21%;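 further: 0% = vehicle only and 100% = reference blocker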
NCOA3 inh = inhibitors of human steroid receptor coactivator 3 (SRC3) | Q9Y6Q9 | HEK293 GAL4-SRC3 luciferase reporter, luminescence | inhibition, % at 3.6 µM | 0.17% of 360,000 active | AID 588352;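 active means inhibition above a per-campaign cutoff, the mean of all compounds plus 3 SD, cut at about 60% in these data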;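 further: 0% = DMSO-treated cells and 100% = gossypol-treated cells at 36 µM; higher means less SRC3-driven luciferase light from the GAL4 reporter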
NCOA2 inhibitor = human SRC2 (NCOA2) inhibition; Q15596; HEK293 GAL4-SRC2 luciferase reporter, luminescence; inhibition, % at 9 µM; 0.17% of 370,000 active; AID 651957;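 active means inhibition above the mean inhibition of all tested compounds plus 3 SD, set per campaign, cut at about 52% in these data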;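 further: 0% = DMSO treated cells and 100% = cells given Gossypol at 36 µM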
TLR9-MyD88 block = TLR9-MyD88 interaction inhibition | Q9NR96+Q99836 | CHO BLA complementation TLR9-MyD88, CCF4 FRET ratio | inhibition, % at 4.98 µM | 0.21% of 340,000 active | AID 504734;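 active means inhibition above the mean over all tested compounds plus 3 SD, cut at about 21% in these data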;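 further: 0% = DMSO only wells and 100% = clavulanate BLA inhibitor control wells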
LMP1 NFkB inh = inhibitors of Epstein-Barr LMP1-induced NF-kappaB reporter. LMP1-induced NF-kappaB luciferase reporter cells, luminescence. inhibition, % at 12.5 µM. 0.69% of 350,000 active; in the data active means inhibition above about 41%;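 further: 0% = neutral control wells and 100% = reference inhibitor control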
NR5A2 inv ag = NR5A2 inverse agonism in reporter assay | O00482 | HEK293T StAR-luciferase reporter, LRH-1 transfected, 24 h | inhibition, % at 3.6 µM | 0.13% of 360,000 active | AID 602396;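 active means inhibition above the mean inhibition of all tested compounds plus 3 SD, cut at about 73% in these data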;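 further: 0% = DMSO wells and 100% = reporter-only cells lacking LRH-1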
MC4R ag barr = agonists of human melanocortin 4 receptor (MC4R) beta-arrestin; P32245; activation, % at 8.9 µM; 0.98% of 360,000 active; U2OS MC4R beta-arrestin complementation, luminescence; percent of melanotan II response, DMSO zero; AID 540308;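 active means activation above a per-plate cutoff, the mean activation of sample wells on that plate plus 3 SD, cut at about 8% in these data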
NR2F2 inh = NR2F2 (human) inhibition, primary screen; 0.7% of 370,000 active; HEK293T NGFI-A luciferase reporter, luminescence; inhibition, % at 8.6 µM; P24468;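 active means inhibition above a per-plate cutoff, mean inhibition of test wells between control levels plus 3 SD, cut at about 38% in these data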;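 further: cells cotransfected with COUP-TFII expression vector driving the NGFI-A reporter; 0% = median of COUP-TF2 test wells and 100% = reporter-only cells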
MC4R antagonist = antagonists of human melanocortin 4 receptor (MC4R); AID 540295; 0.48% of 360,000 active; inhibition, % at 6.5 µM; MC4R-expressing cells, MTII-stimulated cAMP, LANCE TR-FRET;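 active means inhibition above its plate's cutoff, the mean of tested wells on that plate plus 3 SD, cut at about 29% in these data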;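 further: 0% = Melanotan II alone and 100% = Melanotan II plus saturating MCL0020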
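Assay system: U2OS cells stably expressing human melanocortin 4 receptor (MC4R) / Dosing: 6.5 µM / Timing: compound 30 min, challenge 1 h, detection 1 h / Measured by: Eu-cAMP/anti-cAMP TR-FRET, emission 671 nm / Replicates: singlicate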
SRC1 inh = inhibitors of human steroid receptor coactivator 1 (SRC1); Q15788; inhibition, % at 3.6 µM; AID 588354; HEK293 GAL4-SRC1 luciferase reporter, luminescence; 0.12% of 360,000 active;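 active means inhibition above the campaign mean plus 3 SD, with each screening campaign given its own cutoff, cut at about 60% in these data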;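 further: 0% = DMSO treated cells and 100% = gossypol at 36 µM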
* marks the source's active call; other numbers are inactive results; · = no result given. These rows are one share of the data; rates above refer to the full screens.

entry	Molecule	ABHD5-PLIN5 inh	NOD2 RIPK2 PPI	NCOA3 inh	NCOA2 inhibitor	TLR9-MyD88 block	LMP1 NFkB inh
1	CCCc1cc(=O)[nH]c(SCC(=O)N(C)C2CCS(=O)(=O)C2)n1 (configuration not stated)	-2	-7	10	-5	-5	6
2	Cc1cc(-c2nnn(CCCOC(C)(C)C)c2C)ccc1-c1cn(CCCOC(C)(C)C)nn1	5	-9	-12	12	-3	-5
3	CCOC1(NC(=O)c2ccccc2)C(C)=CC(=O)C=C1C	-3	6	4	-23	-3	-5
4	O=C(COc1ccc(S(=O)(=O)NC2CCCCC2)cc1Cl)NCc1ccc2c(c1)OCO2	-2	-4	-20	5	7	1
5	CCN(CC)C(=O)CSc1nnc(CNc2ccc(F)cc2)n1-c1ccccc1	-1	-13	14	2	0	-3
6	COc1ccc(CN(C)C(=O)Cn2cnc3c(SC)nc(N)nc32)cc1OC	-3	5	11	-22	2	12
7	O=C(NCC1CCCO1)C1CCC(N2C(=O)c3ccccc3C2=O)CC1 (configuration not stated)	-2	-6	1	-7	6	-1
8	CCCCCCCCC(=O)NCCOc1ccc(OC)cc1	1	-4	0	8	-3	3
9	CCN(CC)CCCn1c2c(c(SCC(=O)Nc3ccc4c(c3)OCCO4)nc1=O)CCC2	-8	-4	-24	-12	-1	2
10	COc1cc2c(cc1NC(=O)COC(=O)/C=C/c1ccccc1)oc1ccccc12	-1	0	9	0	-12	-8
11	COc1c(C)cc(C(O)c2ncc(-c3ccccc3F)[nH]2)cc1C (configuration not stated)	3	3	-14	-19	·	·
12	Cc1occc1C(=O)N=Nc1c(O)n(C)c2ccccc12	3	-11	-90	-45	2	-8
13	CCN(CC)c1ccc(/C=N/NC(=O)c2nnn(-c3nonc3N)c2C(C)C)c(O)c1	-4	11	77*	43	9	64*
14	CCCSc1nsc(SCCC)c1C#N	-1	2	-8	-21	2	1
15	CSc1nnc(-c2sccc2-n2cccc2)o1	3	-6	24	7	-3	11

entry	NR5A2 inv ag	MC4R ag barr	NR2F2 inh	MC4R antagonist	SRC1 inh
1	3	0.7	-10	4	9
2	-14	-0.5	2	18	3
3	6	-0.8	4	10	-20
4	1	2.4	12	18	6
5	7	-0.5	2	0	0
6	14	-2.2	16	1	4
7	1	0.4	-4	7	-3
8	11	-1.5	13	6	15
9	19	-1.2	7	1	-7
10	27	4.5	-1	12	-6
11	-14	-0.1	7	0	0
12	-70	3.6	-32	-13	-78
13	26	0.0	-40	13	51
14	-4	2.0	11	-17	-5
15	-13	-3.8	-4	14	-17

The list goes on.
entry	Molecule	ABHD5-PLIN5 inh	NOD2 RIPK2 PPI	NCOA3 inh	NCOA2 inhibitor	TLR9-MyD88 block	LMP1 NFkB inh
16	CCCCC[C@H](C)N1C[C@H](COCc2ccccc2)Oc2cc(N3CCC[C@H]3C(N)=O)ccc2S1(=O)=O	7	1	·	-16	·	·
17	CCOC(=O)CN1C(=O)COc2ccc(Cl)cc21	-6	-12	-5	7	3	-9
18	COc1ccc(Cn2c(C)c(C)c(C#N)c2NC(=O)Nc2ccc(F)cc2)cc1	-12	1	-5	-24	-5	-22
19	CN1CCN(S(=O)(=O)c2cccc(C(=O)Nc3sccc3C#N)c2)CC1	-24	1	13	21	-5	3
20	CCCCNS(=O)(=O)c1cccc(NC(=O)[C@@H]2O[C@H](CO)[C@H](O)[C@H](O)[C@H]2O)c1	-6	-10	-10	-15	·	·
21	Cc1nn(C2CCS(=O)(=O)C2)c(C)c1CN(C)C(=O)c1ccc(Cl)cc1 (configuration not stated)	-3	-9	11	16	-9	0
22	COc1ccccc1N1N=C(C(=O)c2ccccc2)C2C(=O)N(c3ccc(Br)cc3)C(=O)C21 (configuration not stated)	10	-1	-22	14	·	·
23	O=C(NCC1CCCO1)c1ccc(Cl)c(S(=O)(=O)Nc2ccccc2)c1 (configuration not stated)	8	-13	-9	10	6	1
24	Cc1ccccc1C1c2[nH]c3ccccc3c2CCN1Cc1cccn1-c1ncccn1 (configuration not stated)	6	11	4	5	-6	-6
25	O=c1n(Cc2ccccc2)c(O)c2n1Cc1ccccc1N=C2c1ccccc1	4	-15	14	13	·	·
26	O=C(CNC(=O)c1ccc(Cl)cc1Cl)OCc1nnc(-c2ccccc2)o1	-2	-6	3	5	1	-16
27	CC1=CCC2C(=O)N(c3cccc(C(=O)Nc4ccccc4Cl)c3)C(=O)C2C1 (configuration not stated)	5	-13	-14	-5	-8	8
28	N=c1n(CCN2CCCC2)c2ccccc2n1CC(O)c1ccc(Cl)c(Cl)c1 (configuration not stated)	8	7	12	-41	-4	34
29	COc1cccc(C(NC(C)=O)c2nc(-c3cccc(O)c3)cs2)c1 (configuration not stated)	-8	-5	13	-17	·	·
30	Cc1cc(=O)oc2c(C)c(OC(C)C(=O)NCCCn3ccnc3)ccc12 (configuration not stated)	8	-7	21	2	13	-6

entry	NR5A2 inv ag	MC4R ag barr	NR2F2 inh	MC4R antagonist	SRC1 inh
16	17	·	8	·	·
17	14	-1.2	13	-5	-7
18	9	9.7*	-6	-1	-20
19	-14	-0.6	-10	1	-6
20	5	-2.6	10	5	-6
21	3	-1.6	-4	5	7
22	-2	0.3	12	10	0
23	4	-1.6	17	3	6
24	-1	3.6	-9	7	-133
25	25	·	12	·	10
26	-2	-2.6	7	22	1
27	2	-2.3	3	11	7
28	-1	0.6	-22	24	1
29	6	0.8	13	0	-3
30	13	0.8	-8	1	-18

Other results follow.
entry	Molecule	ABHD5-PLIN5 inh	NOD2 RIPK2 PPI	NCOA3 inh	NCOA2 inhibitor	TLR9-MyD88 block	LMP1 NFkB inh
31	S=c1[nH]nc(COc2ccc(Cl)cc2)n1-c1ccc(Cl)cc1	-1	3	5	-22	7	-1
32	Cc1ccc([N+](=O)[O-])cc1NC(=O)C1CCCC1	-4	3	-43	-6	-9	1
33	O=C1CC(=O)Nc2cc(S(=O)(=O)N3CCOc4ccccc43)ccc2N1	-1	-2	3	5	-2	-3
34	O=C(CSc1nc(-c2ccco2)cc(C(F)(F)F)n1)NCCN1CCOCC1	-7	-8	-4	15	-4	9
35	COc1ccc(S(=O)(=O)Nc2ccc3c(c2)C(=O)N([C@H](C)CO)C[C@H](C)[C@@H](CN(C)S(=O)(=O)c2cccs2)O3)cc1	2	-10	-4	-14	3	0
36	O=C(CC1OCC2CCCN2C1=O)Nc1ccc([N+](=O)[O-])cc1 (configuration not stated)	2	-4	-8	-8	2	-2
37	COc1ccc(C)cc1NC(=O)CO/N=C(\N)CC(=O)Nc1ccccc1OC	-1	-1	6	-4	2	-8
38	C=CCSc1nc2c(c(=N)n1CC=C)C1CCCC1S2 (configuration not stated)	0	-1	-1	6	3	-4
39	N#C/C(=C\C=C\c1ccccc1)C(=O)Nc1ccccc1	4	5	-23	-12	10	-4
40	CC1(C)CC(=O)C(C(c2ccccc2F)C2C(=O)CC(C)(C)CC2=O)C(=O)C1	20	5	16	4	-10	6
41	Cc1ccc(C)c(-n2ccnc2SCC(=O)Nc2cccc(S(=O)(=O)NC3=NCCC3)c2)c1	1	-6	-4	17	2	1

entry	NR5A2 inv ag	MC4R ag barr	NR2F2 inh	MC4R antagonist	SRC1 inh
31	14	-2.1	17	4	-6
32	-13	-1.9	15	16	6
33	17	0.7	1	1	4
34	3	-1.7	-9	-7	1
35	3	0.4	6	11	-3
36	7	-0.1	9	12	-11
37	2	-5.0	10	10	-30
38	-1	0.2	-9	-2	-20
39	-24	3.1	15	-8	-5
40	3	-1.5	-15	11	1
41	-9	-0.8	-14	6	-7

Twelve neighbouring compounds from above, quoted:
entry	Molecule	ABHD5-PLIN5 inh	NOD2 RIPK2 PPI	NCOA3 inh	NCOA2 inhibitor	TLR9-MyD88 block	LMP1 NFkB inh
30	Cc1cc(=O)oc2c(C)c(OC(C)C(=O)NCCCn3ccnc3)ccc12 (configuration not stated)	8	-7	21	2	13	-6
31	S=c1[nH]nc(COc2ccc(Cl)cc2)n1-c1ccc(Cl)cc1	-1	3	5	-22	7	-1
32	Cc1ccc([N+](=O)[O-])cc1NC(=O)C1CCCC1	-4	3	-43	-6	-9	1
33	O=C1CC(=O)Nc2cc(S(=O)(=O)N3CCOc4ccccc43)ccc2N1	-1	-2	3	5	-2	-3
34	O=C(CSc1nc(-c2ccco2)cc(C(F)(F)F)n1)NCCN1CCOCC1	-7	-8	-4	15	-4	9
35	COc1ccc(S(=O)(=O)Nc2ccc3c(c2)C(=O)N([C@H](C)CO)C[C@H](C)[C@@H](CN(C)S(=O)(=O)c2cccs2)O3)cc1	2	-10	-4	-14	3	0
36	O=C(CC1OCC2CCCN2C1=O)Nc1ccc([N+](=O)[O-])cc1 (configuration not stated)	2	-4	-8	-8	2	-2
37	COc1ccc(C)cc1NC(=O)CO/N=C(\N)CC(=O)Nc1ccccc1OC	-1	-1	6	-4	2	-8
38	C=CCSc1nc2c(c(=N)n1CC=C)C1CCCC1S2 (configuration not stated)	0	-1	-1	6	3	-4
39	N#C/C(=C\C=C\c1ccccc1)C(=O)Nc1ccccc1	4	5	-23	-12	10	-4
40	CC1(C)CC(=O)C(C(c2ccccc2F)C2C(=O)CC(C)(C)CC2=O)C(=O)C1	20	5	16	4	-10	6
41	Cc1ccc(C)c(-n2ccnc2SCC(=O)Nc2cccc(S(=O)(=O)NC3=NCCC3)c2)c1	1	-6	-4	17	2	1

entry	NR5A2 inv ag	MC4R ag barr	NR2F2 inh	MC4R antagonist	SRC1 inh
30	13	0.8	-8	1	-18
31	14	-2.1	17	4	-6
32	-13	-1.9	15	16	6
33	17	0.7	1	1	4
34	3	-1.7	-9	-7	1
35	3	0.4	6	11	-3
36	7	-0.1	9	12	-11
37	2	-5.0	10	10	-30
38	-1	0.2	-9	-2	-20
39	-24	3.1	15	-8	-5
40	3	-1.5	-15	11	1
41	-9	-0.8	-14	6	-7

Assay outcomes (PubChem BioAssay)
